From PubChem BioAssay
USP1 inh: inhibitors of human USP1/UAF1 deubiquitinase. O94782. recombinant USP1/UAF1, Ub-Rhodamine cleavage fluorescence. Potency, µM (series often up to 57.1 µM), for inactives: at the top dose activity change, negative = inhibition, most hits filed as inhibitors. 390,000 compounds, 0.23% hits; further: potency means the concentration at half of the fitted maximal effect; on the % scale 0 is the no-effect control and ±100 the full control effect; nearly all actives have a fitted effect of over 60% in size; inactives centre near -12
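USP1/UAF1 complex at 1 nM was preincubated with compound for 15 min at room temperature, then Ub-Rho substrate (150nM final) was added. Fluorescence (480/540 nm) was read kinetically, 6 reads every 60 seconds.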
Pin1 inh: blocks the human prolyl isomerase Pin1; Pin1 FP peptide displacement, HiFluor488, 10 min; Q13526; AID 504891; 390,000 compounds, 0.009% hits; Potency, µM (titrated, usually from 115 µM), without a hit: at the highest dose activity, negative = inhibition, most hits filed as inhibitors; active means well fitted inhibition curve with a large enough effect in the polarisation, with a control signal flat, not every such curve was filed as active; inconclusive means small, poorly fitted or top-dose-only effect, or effect the other way, or a change in a side signal; inactive means no such curve, though single readings can be large or run the other way; the % refers to the polarisation; further: potency means the concentration at half of the fitted maximal effect; on the % scale 0 is the no-effect control and ±100 the full control effect
Target sequence (Q13526 whole entry, looked up): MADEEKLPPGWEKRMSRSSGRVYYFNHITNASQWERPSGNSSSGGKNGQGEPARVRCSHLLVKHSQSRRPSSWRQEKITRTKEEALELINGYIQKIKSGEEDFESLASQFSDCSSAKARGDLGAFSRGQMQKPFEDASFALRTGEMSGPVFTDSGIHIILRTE
HP1b chromo inh: inhibitors of HP1-beta chromodomain binding to methylated histone tails; P83916; AlphaScreen HP1-beta / biotin-H3K9me3 peptide binding; Potency, µM (series often up to 114 µM), without a hit: at the highest dose activity change, negative = inhibition, usual class: inhibitors; 390,000 compounds, 0.56% hits; AID 540317; further: potency means the concentration at half of the fitted maximal effect; nearly all actives have a fitted effect of over 70% in size; inactives centre near 23
Target sequence (P83916 whole entry, looked up): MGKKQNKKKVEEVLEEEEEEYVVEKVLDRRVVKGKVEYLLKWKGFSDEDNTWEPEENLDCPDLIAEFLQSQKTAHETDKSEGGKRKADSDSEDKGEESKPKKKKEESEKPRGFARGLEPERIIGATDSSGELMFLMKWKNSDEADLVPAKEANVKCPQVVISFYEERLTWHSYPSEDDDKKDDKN
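Compound inhibition of the preformed complex between 50 nM HP1-beta and 50 nM biotinylated H3K9me3 peptide was read by AlphaScreen. Buffer was PBS pH 7.4 with 0.01% Tween-20. Incubations ran 30 min at room temperature, with 10 ug/mL donor/acceptor beads.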
TrxR1 substrate: is turned over as a substrate by rat TrxR1. AID 588456. purified TrxR1 substrate turnover, NADPH consumption readout. Potency, µM (titrated, usually from 114 µM), inactives show at the highest dose activity change, negative = substrate turnover. O89049. 390,000 compounds, 0.01% hits; further: potency means the concentration at half of the fitted maximal effect; on the % scale 0 is the no-effect control and ±100 the full control effect; nearly all actives have a fitted effect of over 50% in size
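Rat TrxR1, dispensed at 90 nM, was prereduced with 400 uM NADPH (final) for 5 min at ~22 deg C, then incubated with compound 15 min before 400 uM selenite. A first-read NADPH fluorescence drop versus no-compound background flagged substrates.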
GLS inh: blocks human kidney-isoform glutaminase activity; O94925; GLS enzymatic activity, qHTS titration; Potency, µM (titrated, usually from 45.5 µM), for inactives: at the top dose activity change, negative = inhibition, most hits filed as inhibitors; 410,000 compounds, 0.21% hits; further: potency means the concentration at half of the fitted maximal effect; on the % scale 0 is the no-effect control and ±100 the full control effect
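hKGA in 45 mM KH2PO4 pH 8.2, 0.02% Tween-20 with pin-transferred compounds; 1 mM L-glutamine (stock) plus glutamate oxidase/HRP/Amplex Red coupling added. Fluorescence read initially and after 30 min at RT.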
IDH1 R132H inh: inhibitors of human mutant IDH1 R132H; 390,000 compounds, 0.093% hits; IDH1-R132H enzyme, NADPH consumption, diaphorase/resazurin fluorescence; O75874; Potency, µM (doses to about 76.6 µM), without a hit: at the top dose activity change, negative = inhibition, most hits filed as inhibitors; further: potency means the concentration at half of the fitted maximal effect; on the % scale 0 is the no-effect control and ±100 the full control effect; nearly all actives have a fitted effect of over 65% in size
Target sequence (O75874 whole entry R132H, stated change not applied): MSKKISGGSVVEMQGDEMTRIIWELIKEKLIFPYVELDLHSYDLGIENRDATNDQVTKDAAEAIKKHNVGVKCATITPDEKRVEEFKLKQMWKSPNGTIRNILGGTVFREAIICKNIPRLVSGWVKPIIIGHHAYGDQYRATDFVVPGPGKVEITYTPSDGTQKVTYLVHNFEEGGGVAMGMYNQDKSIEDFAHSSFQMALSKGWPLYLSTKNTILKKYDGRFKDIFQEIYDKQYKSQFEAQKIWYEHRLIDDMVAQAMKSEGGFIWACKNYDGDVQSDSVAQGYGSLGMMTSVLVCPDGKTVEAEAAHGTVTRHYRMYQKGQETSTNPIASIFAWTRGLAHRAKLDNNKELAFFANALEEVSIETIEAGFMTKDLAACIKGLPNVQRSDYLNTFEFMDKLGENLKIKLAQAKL
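IDH1-R132H (0.5 ug/mL) preincubated 30 min with compound, then NADPH (0.016 mM) and alpha-KG (2 mM) added; 80 min at RT, pH 7.5. Remaining NADPH coupled via diaphorase/resazurin to fluorescence (540/590 nm); concentration-response curves normalized to no-enzyme control.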
PI4K2A inh: inhibitors of human PI4K2A. purified PI4K2A, ADP-Glo luminescence, 1 h; stronger effect = lower value. activity change, negative = inhibition, % at 76.9 µM. 420,000 compounds, 0.13% hits; in the data active means activity change below about -50%; inconclusive means mostly about -30% to -49%;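 further: -100% = wells without enzyme as full effect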
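In this quantitative HTS, ADP production by PI4K2A was quantified luminescently after 1 h at ambient temperature; 100 microM adenosine served as plate-quality control.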
rTrxR1 inhibitor: rat TrxR1 inhibition; O89049; 390,000 compounds, 1% hits; AID 588453; Potency, µM (highest dose often 114 µM), inactives show top-dose activity change, negative = inhibition, actives largely listed as inhibitors; recombinant rTrxR1, NADPH fluorescence consumption, selenite substrate; further: potency means the concentration at half of the fitted maximal effect; on the % scale 0 is the no-effect control and ±100 the full control effect; nearly all actives have a fitted effect of over 65% in size
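Rat TrxR1 (90 nM in the dispensed reagent) was pre-reduced with 400 uM NADPH for 5 min at room temperature, then incubated with compound for 15 min. After 400 uM selenite was added, NADPH fluorescence (Ex 340/Em 450 nm) was followed for 8 min.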
PGK inhibitor: inhibitors of T. brucei phosphoglycerate kinase; P07378; PGK/GAPDH coupled, Kinase-Glo luminescence, 60 min; 380,000 compounds, 0.043% hits; Potency, µM (series often up to 57.5 µM), inactives show at the top dose activity change, negative = inhibition, actives largely listed as inhibitors; further: potency means the concentration at half of the fitted maximal effect; on the % scale 0 is the no-effect control and ±100 the full control effect; nearly all actives have a fitted effect of over 60% in size
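Recombinant glycosomal PGK reaction used 1,3-bisphosphoglycerate generated in-well by GAPDH (100nM final) in 100mM TEA pH 7.6, 5mM MgCl2, 0.01% Tween-20. After 60 minutes at room temperature, ATP was read by Kinase-Glo Plus luminescence end-point.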
Active calls of the source: *; i = inactive; u = inconclusive; x = no result given; [ ] = remark or other dose. Unless noted, the call rests on the fitted dose curve; in most records, active means well fitted curve in the direction sought with a large enough effect; inconclusive means small, poorly fitted or top-dose-only effect, or another doubt; inactive means no such curve, though single readings can be large; an effect the other way counts as inactive or inconclusive. The list is partial. The share of hits here may be higher or lower than overall.

SMILES | USP1 inh | Pin1 inh | HP1b chromo inh | TrxR1 substrate | GLS inh | IDH1 R132H inh | PI4K2A inh | rTrxR1 inhibitor | PGK inhibitor
N#Cc1c(-c2ccccc2)cc2nc3ccccc3n2c1N | -6% | 2% | 38% | 46%[activator] | 10% | 8% | 1 | 11% | -4%
CC(C)OC(=O)NCCOC(=O)Nc1ccc(Cl)cc1 | -10% | 2% | 34% | 6% | -10% | -3% | -2 | 40% | -7%
O=C(Nc1ccc2oc(-c3cccc4c(Br)cccc34)nc2c1)c1ccc(F)cc1 | u | 1% | 0% | 13% | 0% | -13% | 3 | 12% | -10%
Cc1cc(OCc2cc(C(=O)N(C)C3CCOC3)no2)cc(C)c1Cl (centres undefined) | -12% | 4% | 64%[activator] | 7% | 0% | 14% | 6 | 5% | -10%
CN(CC(=O)Nc1c(Cl)cccc1Cl)C(=O)CCC(=O)c1ccccc1 | -14% | -1% | 35% | -7% | -11% | 5% | -1 | -15% | i
COC(=O)Nc1nnc(-c2ccco2)s1 | -9% | -1% | 46%[activator] | 12% | -5% | -5% | 0 | -33% | i
Cc1ccccc1NC1=C(Cl)C(=O)OC1NC(=O)c1ccccc1 (centres undefined) | -20% | 7% | 3% | 4% | 16% | -5% | 5 | 9% | x
O=C(CN1CCSc2ccccc21)N1CCN(c2ccc(F)cc2)CC1 | u | -6% | 3%[57 µM] | 3%[57.1 µM] | 18% | 27% | -5 | 20%[57.1 µM] | -8%
Cc1cccc(NC(=O)COc2cccc3c2CCNC3=O)c1 | -25% | x | x | x | 1% | 14% | 6 | x | i
COc1cc(CN2CCCC(CO)(Cc3cccc(Cl)c3)C2)cc2c1OCO2 (centres undefined) | -20% | 1% | 5% | -8% | 6% | 0% | 8 | -16% | -11%
CCc1ccccc1NC(=O)Cn1cc(S(=O)(=O)N2CCCC2)c(S(=O)(=O)N2CCCC2)c1 | u | 2% | 11% | -3% | 14% | 6% | 2 | 10% | 8%
CCc1ccccc1N1CC(c2nc3ccccc3n2CCC2CCCCC2)CC1=O (centres undefined) | -3% | u | 12% | -7% | 3% | 7% | -5 | -6% | -9%
O=C(c1ccc(S(=O)(=O)NCc2ccco2)cc1)N1CCN(c2ccccc2)CC1 | -27% | 3% | 0%[57 µM] | 1%[2.29 µM] | 8% | 1% | 2 | -2%[2.29 µM] | 1%
CC1(C)CC(=O)C2=C(C1)c1c(ccc3ccccc13)NC2c1ccc(OCC(=O)O)cc1 (centres undefined) | -20% | -1% | 35%[activator] | 437%[activator] | -6% | -6% | 0 | 48%[activator] | -10%
COC(=O)CNC(=O)c1ccc(F)cc1 | -20% | -5% | 36% | 14%[2.29 µM] | 6% | 8% | 1 | 17%[57.1 µM] | -9%
COc1ccc(C(=O)CSc2nnc(COc3ccc(C#N)cc3)n2-c2ccccc2)cc1 | -17% | 39%[activator] | 25% | 8% | -1% | -1% | 0 | 6% | -4%
Cc1cccc2c1-c1sc(C(=O)N3CCCCC3)cc1CO2 | -11% | 1% | 163%[activator] | 30%[activator][57.1 µM] | 4% | 0% | 0 | 9%[57.1 µM] | -6%
Cc1ccc(Cl)cc1NC(=S)N(CCCN1CCOCC1)Cc1ccco1 | -12% | 1% | 5% | -9% | -16% | 13% | -5 | -8%[57.1 µM] | u
Nc1nc2n(n1)C(c1cccc(Cl)c1)CC(c1ccc(F)cc1)N2 (centres undefined) | -21% | 0% | 33% | -13% | 21% | 12% | -1 | 13%[57.1 µM] | i
COc1ccc(NC(=O)C2CCCN(C(=O)Nc3ccc(F)cc3)C2)cc1OC (centres undefined) | -12% | 3% | 5% | 6% | 3% | -6% | 0 | 15% | 8%

4 structures out of the list, sorted by SMILES length, largest number first.
SMILES | USP1 inh | Pin1 inh | HP1b chromo inh | TrxR1 substrate | GLS inh | IDH1 R132H inh | PI4K2A inh | rTrxR1 inhibitor | PGK inhibitor
COc1cc(CN2CCCC(CO)(Cc3cccc(Cl)c3)C2)cc2c1OCO2 (centres undefined) | -20% | 1% | 5% | -8% | 6% | 0% | 8 | -16% | -11%
Nc1nc2n(n1)C(c1cccc(Cl)c1)CC(c1ccc(F)cc1)N2 (centres undefined) | -21% | 0% | 33% | -13% | 21% | 12% | -1 | 13%[57.1 µM] | i
Cc1cccc2c1-c1sc(C(=O)N3CCCCC3)cc1CO2 | -11% | 1% | 163%[activator] | 30%[activator][57.1 µM] | 4% | 0% | 0 | 9%[57.1 µM] | -6%
Cc1cccc(NC(=O)COc2cccc3c2CCNC3=O)c1 | -25% | x | x | x | 1% | 14% | 6 | x | i

Other entries follow:
SMILES | USP1 inh | Pin1 inh | HP1b chromo inh | TrxR1 substrate | GLS inh | IDH1 R132H inh | PI4K2A inh | rTrxR1 inhibitor | PGK inhibitor
Cc1ccc(NC(=S)N2CCN(S(C)(=O)=O)CC2)cc1 | -19% | -1% | 39%[activator] | -5% | 4% | -6% | -1 | u | 10%
CNC(=O)c1ccc(Nc2nnc(-c3ccc(C(N)=O)cc3)c3ccccc23)cc1 | -5% | u | 13% | 15%[57.1 µM] | 11% | 1% | 3 | 7%[57.1 µM] | -4%
Cc1ccc(CCNC(=O)C2CCN(Cc3nc(-c4ccccc4C)oc3C)CC2)cc1 | 8% | -1% | 15% | -6% | 4% | 1% | 5 | 13% | 9%
Cc1ccc2nc(-c3ccc(C)c(NC(=O)CSc4ccc(Cl)cc4)c3)oc2c1 | -12% | 18% | 26% | 18% | 1% | 12% | -2 | 23% | -6%
COc1cc(CNS(=O)(=O)c2ccc3c(c2)CC(C)N3C(C)=O)cc(OC)c1OC (centres undefined) | -14% | -9% | 54%[activator] | -6% | -8% | 0% | -3 | -18% | -6%
O=C(Nc1ccccc1Sc1ccccc1)c1cnn2c1NC(=C1CC1)C=C2C(F)(F)F | x | 27% | 10% | -8% | x | x | x | -9% | x
Cc1cccc(NC(=O)CSCC(=O)N(C)Cc2ccc3c(c2)OCCO3)c1 | -11% | -7% | 12% | -2% | 10% | 2% | -2 | -13% | 9%
CCC(=O)N1CCc2cc(S(=O)(=O)NCCC(=O)NC3CCCc4ccccc43)ccc21 (centres undefined) | -1% | 6% | 4% | 8%[57.1 µM] | 3% | 11% | -1 | 13%[57.1 µM] | -7%
Cc1ccc(CNc2ccc3c(c2)ncn3C(C)C)cc1 | -20% | -2% | 8% | 10% | -4% | 7% | -1 | 13% | i
O=C(Cn1c(=O)nc(-c2ccccc2)c2ccccc21)Nc1cccc(C(F)(F)F)c1 | -11% | 5% | 21% | 0%[57.1 µM] | -2% | -12% | -3 | 6%[57.1 µM] | i
COc1ccc2c(c1)NC(c1ccc(OCC(C)C)cc1)=NC(c1ccncc1)=N2 | -13% | 7% | 1% | -16% | -4% | -4% | -1 | -17% | -1%
Cc1nc2cc(Cl)c(Cl)cc2nc1C | -15% | 0% | 21% | -4% | 0% | 5% | 0 | -1% | -1%
Cc1ccccc1Cn1nc(C)c(NC(=O)c2cc(-c3ccco3)on2)c1C | -9% | 46%[activator] | 62%[activator] | -3% | 2% | -4% | 5 | 13% | -3%
CC(C)CCn1nnnc1C(c1ccc(F)cc1)N1CCC(C(N)=O)CC1 (centres undefined) | 5% | 3% | 28% | 3% | 7% | 6% | -4 | -8% | 6%
CCC(CC)N1CCN(Cc2nc3ccc([N+](=O)[O-])cc3c(=O)n2-c2ccccc2F)CC1 | -21% | 0% | -16% | 4%[57.1 µM] | 8% | 0% | -1 | -1%[57.1 µM] | i
O=C1CC(NS(=O)(=O)c2ccccc2)CN1c1ccc2c(c1)OCCO2 (centres undefined) | -18% | 2% | 8% | 5% | 2% | 1% | 4 | 5% | -8%
Cc1ccccc1CN1CCN(CC(=O)NCc2ccccn2)C1=O | -11% | -3% | 44%[activator] | 6% | 1% | 2% | 1 | 3% | 0%
COc1ccc(/C=C/c2nc3ccccc3n2Cc2ccccc2OC)cc1 | -23% | -2% | 91%[activator] | 30%[57.1 µM] | 2% | 14% | -1 | 34%[57.1 µM] | -1%
CCCCCC(=O)Nc1cccc(C2=NOC3(C2)C[C@@H](C(N)=O)N(C(=O)c2ccc(OC)cc2)C3)c1 (some centres undefined) | -21% | 9% | 10% | 0% | 4% | -7% | 0 | 3% | -20%
CC(=O)c1ccc(S(=O)(=O)N2CCN(c3nc(-c4ccccc4)nc4ccccc34)CC2)cc1 | x | -2% | 23% | -4% | x | x | x | -1% | x
Cc1ccc(NC(=O)CCNS(=O)(=O)c2ccc3c(c2)CCC(=O)N3)c(Br)c1 | -10% | 9% | 17% | 5%[57.1 µM] | 1% | 0% | -2 | 7%[57.1 µM] | -6%
O=C(Cn1nnc2ccccc2c1=O)NC1CCCc2ccccc21 (centres undefined) | -4% | -7% | 24% | 4%[57.1 µM] | -6% | 4% | -6 | 20%[57.1 µM] | -7%
CCOC(=O)N1CCC(NC(=O)CCN2C(=O)C3C4C=CC(C4)C3C2=O)CC1 (centres undefined) | -23% | 2% | 30% | -5%[57.1 µM] | 0% | 3% | 0 | 9%[57.1 µM] | -3%
Cc1nnc2c(NC(C)C)nc3ccccc3n12 | -21% | -2% | 30% | -4% | 0% | 1% | 5 | 2% | -9%
O=C(Nc1ccccc1C(F)(F)F)NC1CCCCCCC1 | -4% | 10% | 25% | 2% | 1% | 0% | 2 | 12% | 1%
